NR2E3 ag-1 – human photoreceptor-specific nuclear receptor agonism | inhibition of corepressor binding, % at 3.98 µM | 0.35% of 360,000 active | AID 602229 | CHO-S Gal4-NCOR/VP16-NR2E3 two-hybrid, luciferase;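 active = inhibition above the mean of all tested compounds plus 3 SD, cut at about 70% in these data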;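 note: 0% = DMSO with NR2E3 transfected cells and 100% = cells lacking NR2E3 construct; higher means lower luciferase signal from less NR2E3 corepressor binding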
Target sequence (Q9Y5X4 whole entry, looked up, the tested form may be a part): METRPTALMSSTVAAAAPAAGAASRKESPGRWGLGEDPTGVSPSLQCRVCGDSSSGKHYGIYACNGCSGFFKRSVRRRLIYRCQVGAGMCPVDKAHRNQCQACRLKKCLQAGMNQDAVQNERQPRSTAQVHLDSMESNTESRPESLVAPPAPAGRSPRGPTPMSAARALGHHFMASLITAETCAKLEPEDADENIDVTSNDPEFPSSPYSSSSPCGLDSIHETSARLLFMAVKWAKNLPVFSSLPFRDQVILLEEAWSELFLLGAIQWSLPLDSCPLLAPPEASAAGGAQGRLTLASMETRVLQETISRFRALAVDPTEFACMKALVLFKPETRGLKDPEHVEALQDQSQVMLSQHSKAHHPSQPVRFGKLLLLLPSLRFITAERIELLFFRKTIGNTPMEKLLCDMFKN
aDG glyco up – increases alpha dystroglycan glycosylation; AID 624168; 0.22% of 360,000 active; Pro5-aDG cells, alpha-DG glycosylation AlphaScreen (IIH6); 0% Pro5, 100% B10-LARGE cell signal; activation, % at 10 µM;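 active = activation of at least 8% versus controls, or a plate z-score of at least 8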;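 note: Pro5 are CHO cells carrying HIG-tagged alpha-DG that lacks glycosylation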
HIF-2a inh – HIF-2a inhibition. 0.72% of 360,000 active. inhibition, % at 18.8 µM. 786-0 RCC cells HIF-2a reporter, luciferase luminescence, overnight;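 active = inhibition of the luminescence signal of 40% or more relative to plate controls, in a single-dose primary screen at 18.75 µM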
NR2E3 ag-2 – activates human photoreceptor nuclear receptor NR2E3; Q9Y5X4; GST-NR2E3/biotin-RetCOR TR-FRET, 1536-well; inhibition of corepressor binding, % at 4.78 µM; 0.12% of 320,000 active; AID 2300;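 active = percent inhibition above the cutoff of mean plus 3 SD of all tested compounds, set per screening campaign, cut at about 20% in these data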;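 note: 0% = DMSO wells and 100% = biotin wells as full block of FRET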
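Material: NR2E3–RetCOR corepressor complex / Amount: 1.35 nM GST-NR2E3 / Medium: Tris pH 7.5 / Compound: single nominal compound dose of 4.8 µM / Incubation: 5 h at 4 °C / Technique: TR-FRET, Eu(K)-anti-GST donor, streptavidin-D2 acceptor, ex 340, em 617/671 nm / Read-out basis: percent loss of FRET ratio relative to control wells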
PDI inh – PDI (human) enzyme inhibition. P07237. PDI insulin aggregation turbidity, A650, 90 min. inhibition, % at 10 µM. 0.052% of 350,000 active. AID 588391;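 active = mean inhibition across replicates of 30% or more, whatever share of single replicates reach that level; inconclusive = mean inhibition below 30% while every single replicate reaches 30%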;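 note: absorbance from insulin aggregation driven by PDI reduction with DTT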
Target sequence (P07237 whole entry, looked up): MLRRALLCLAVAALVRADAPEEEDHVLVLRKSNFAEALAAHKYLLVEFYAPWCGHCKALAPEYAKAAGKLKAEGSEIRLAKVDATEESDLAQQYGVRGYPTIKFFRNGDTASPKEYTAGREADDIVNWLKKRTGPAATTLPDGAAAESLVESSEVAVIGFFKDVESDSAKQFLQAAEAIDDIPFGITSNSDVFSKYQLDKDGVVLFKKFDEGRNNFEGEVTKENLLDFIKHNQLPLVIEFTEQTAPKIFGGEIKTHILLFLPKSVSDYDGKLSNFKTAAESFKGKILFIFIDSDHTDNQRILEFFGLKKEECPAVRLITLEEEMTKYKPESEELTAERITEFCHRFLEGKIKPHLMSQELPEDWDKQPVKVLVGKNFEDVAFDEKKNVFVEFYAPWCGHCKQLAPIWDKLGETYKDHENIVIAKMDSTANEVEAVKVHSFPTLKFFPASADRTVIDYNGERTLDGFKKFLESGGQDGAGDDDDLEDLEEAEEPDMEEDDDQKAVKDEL
Peg3 prom inh – reduces Peg3 promoter-driven luciferase expression in HeLa | inhibition, % at 20 µM | 1.7% of 360,000 active | HeLa PEG-Prom luciferase reporter, luminescence, overnight;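 active = inhibition of at least 50% at 20 µM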
TRPM1 prom inh – MITF TRPM1 promoter inhibition in SK-MEL-5 cells; SK-MEL-5 TRPM1 promoter luciferase, 24 h; inhibition, % at 12.5 µM; 0.83% of 330,000 active; AID 488899;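 active = mean inhibition across replicates of 60% or more, whatever share of single replicates reaches that level; inconclusive = some that reach 60%, reason not given; inactive = mean inhibition across replicates below 60%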; note: values of inactives mirror those of a sister screen read the other way
CaV13 ICDI inh – Disruptors of the CACNA1D IQ motif to Ca2+-dependent inactivation inhibitor domain association, primary screening, Förster resonance energy transfer in intact living …; HEK cells, CFP/YFP FRET ICDI-IQ, plate reader, 10 min; percent FRET-ratio fall versus neutral wells; inhibition, % at 12.3 µM; 0.098% of 340,000 active; AID 743397;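 active = mean replicate inhibition of at least 30% and at least 1% of replicates passing that level; inconclusive = only one of the two criteria is met; inactive = neither criterion is met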;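 note: 0% = median of the neutral control wells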
Vif inh – inhibitors of HIV Vif; HEK293T cells, Vif self-association by quenched fluorescence, imaging, 24 h; inhibition, % at 7.49 µM; 0.35% of 340,000 active; in the data active = inhibition above about 50%, passing the limit was not always enough; inconclusive = no clear call, values can overlap the other calls; inactive = below about 31%; note: some results filed as inactive read as strong as hits
iPSC survival up – enhancers of human iPSC single-cell survival; hiPSC single-cell survival, ATPlite luminescence; 100% = ROCK inhibitor wells, 0% = DMSO; 0.044% of 360,000 active; survival enhancement, % at 20 µM; in the data active = survival enhancement above about 18%;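 note: cells exposed to compounds for 16 hours before the ATP read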
Exocytosis inh – blocks lytic granule exocytosis | TALL-104 LAMP-1 surface exposure, flow cytometry; cells stimulated with thapsigargin and PMA | inhibition, % at 10 µM | 0.66% of 360,000 active;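 active = inhibition above about 55%, limit read from the data; inconclusive = no clear call, values can overlap the other calls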
* marks the source's active call; other numbers are inactive results; ? = inconclusive; . = no result given.

Every second line gives: NR2E3 ag-1	aDG glyco up	HIF-2a inh	NR2E3 ag-2	PDI inh	Peg3 prom inh	TRPM1 prom inh	CaV13 ICDI inh	Vif inh	iPSC survival up	Exocytosis inh
- Cn1nc(C(F)(F)F)c(-c2ccccc2)c1NC(=O)c1nccnc1C(=O)O
  -10	-0.2	-1	-1	6	5	-11	3	3	0.0	0
- CCOc1ccccc1CNC(=O)C1CCC(=O)N1C(C)C (configuration not stated)
  -13	0.0	13	1	-1	2	8	-6	18	1.2	-2
- C[C@@H](C(=O)Nc1ccc2ccccc2c1)[C@@H]1C[C@@]1(C)[C@@H](NC(=O)c1cccnc1)c1ccccc1
  10	-0.1	18	2	2	0	-10	-8	.	6.1	-4
- CCCNC(=O)C1(C)CCN(C(=O)c2ccc(OC(F)F)cc2)C1 (configuration not stated)
  -18	0.0	-7	.	-15	-3	.	-15	9	0.9	19
- COc1ccc(N2CCN(C(=O)COc3ccc4c(C)cc(=O)oc4c3)CC2)cc1
  -13	-0.2	-17	1	0	-2	-6	-17	-4	0.0	-1
- Cc1cc(C(=O)NCc2cccs2)c(C)o1
  -13	0.2	0	0	12	0	6	-5	-3	0.7	-1
- O=C1CC(c2ccccc2)CC(O)=C1C=Nc1ccccc1Cl (configuration not stated)
  -13	-0.1	6	3	-2	3	17	-3	-13	-0.6	?
- CN(c1ccc(OCC(=O)OCC(=O)Nc2ccc(OC(F)F)cc2)cc1)S(=O)(=O)c1cccs1
  2	0.3	10	.	11	-3	-8	-3	10	-0.7	-1
- CCN(CC)S(=O)(=O)c1cccc(C(=O)Nc2cc(C)cc(C)c2)c1
  -15	0.8	-105	5	7	-99	-27	-4	-9	-3.1	-2
- COc1cccc(-c2cc(C(=O)Nc3ccncc3)c3ccccc3n2)c1
  -5	0.7	-2	3	-1	5	20	-6	-12	-0.3	1
- NC(=O)NC(c1ccccc1)c1ccccc1
  -2	-0.1	10	6	1	17	15	-9	0	-0.3	1
- O=C(NCc1ccccc1Cl)c1cnn2cccnc12
  -17	0.3	8	1	-5	20	2	-5	16	3.1	-2
- Cc1ccccc1C(=O)c1cccn1CC(=O)NCCN1CCN(c2cccc(C)c2C)CC1
  -15	2.9	17	4	1	-7	1	-7	-6	-3.7	2
- Cc1cccc(NC(=O)CN2CCN(C(=O)CN3C(=O)NC4(CC(C)CC(C)(C)C4)C3=O)CC2)c1C (configuration not stated)
  2	0.2	18	.	13	-6	10	-5	2	-1.2	-3
- O=C(CCNC(=O)c1ccccc1Cl)NCCC1=CCCCC1
  -6	-0.2	-39	1	0	-38	-25	-4	6	1.8	0
- Cc1c(Cl)c([N+](=O)[O-])nn1CC(=O)N1CCN(C23CC4CC(CC(C4)C2)C3)CC1
  23	0.0	1	0	0	12	4	-2	-12	-0.3	14
- O=C(Nc1c2c(nc3ccccc13)CCCC2)c1ccccc1Br
  -19	0.2	8	5	-5	16	-7	-3	-2	1.3	0
- Cc1ccsc1C(=O)N1CCC(CO)(Cc2ccccc2)CC1
  24	0.4	12	4	15	6	11	-6	-1	-0.7	-2
- c1ccc(-c2ccnc3nc(N4CCN(c5ccccc5)CC4)nn23)cc1
  -12	-0.3	-23	1	4	-12	-33	.	9	-1.3	-5
- CCN1/C(=C2\C(=O)N(c3ccccc3)N=C2C)C=Cc2cc(C)ccc21
  -20	-0.3	12	-1	-8	6	11	-17	0	-2.6	3

Quoted at random: two entries already listed
Every second line gives: NR2E3 ag-1	aDG glyco up	HIF-2a inh	NR2E3 ag-2	PDI inh	Peg3 prom inh	TRPM1 prom inh	CaV13 ICDI inh	Vif inh	iPSC survival up	Exocytosis inh
- Cc1c(Cl)c([N+](=O)[O-])nn1CC(=O)N1CCN(C23CC4CC(CC(C4)C2)C3)CC1
  23	0.0	1	0	0	12	4	-2	-12	-0.3	14
- NC(=O)NC(c1ccccc1)c1ccccc1
  -2	-0.1	10	6	1	17	15	-9	0	-0.3	1

Full records from above. Screens in order: NR2E3 ag-1 | aDG glyco up | HIF-2a inh | NR2E3 ag-2 | PDI inh | Peg3 prom inh | TRPM1 prom inh | CaV13 ICDI inh | Vif inh | iPSC survival up | Exocytosis inh
`COc1ccc(N2CCN(C(=O)COc3ccc4c(C)cc(=O)oc4c3)CC2)cc1` is listed with -13 | -0.2 | -17 | 1 | 0 | -2 | -6 | -17 | -4 | 0.0 | -1
`Cn1nc(C(F)(F)F)c(-c2ccccc2)c1NC(=O)c1nccnc1C(=O)O` is listed with -10 | -0.2 | -1 | -1 | 6 | 5 | -11 | 3 | 3 | 0.0 | 0

Remaining list, next part:
Every second line gives: NR2E3 ag-1	aDG glyco up	HIF-2a inh	NR2E3 ag-2	PDI inh	Peg3 prom inh	TRPM1 prom inh	CaV13 ICDI inh	Vif inh	iPSC survival up	Exocytosis inh
- Cc1ccn2cc(C(=O)Nc3ccc4c(c3)OCCO4)nc2c1
  -113	-0.4	-151	1	-5	-162	-29	-5	-7	-3.6	-2
- CCOc1ccc(Cc2noc3c2C(=O)CC(C)(C)C3)cc1OCC
  3	0.1	18	1	0	11	13	-2	2	0.3	-2
- Cc1cc(C)nc(N/N=C/C2=C(N3CCOCC3)C(=C/c3ccccc3)/CC2)n1
  -24	0.9	19	3	-5	23	8	-7	-11	-1.3	-3
- CCCn1c(CNc2ccccc2O)nc2ccccc21
  13	1.1	-29	0	7	-8	24	-8	.	2.5	0
- CC(C)OP(=O)(OC(C)C)C(NC(=O)c1ccccc1)C(N)=O (configuration not stated)
  1	0.0	11	2	-2	24	10	-5	?	0.1	-2
- Cc1ccc(S(=O)(=O)c2c(C)cc(C)[nH]c2=O)cc1
  -18	-0.2	4	-2	-1	8	18	-1	6	1.0	-5
- CCOc1nc(Nc2ccc(OC)cc2)nc(OCC)n1
  12	0.7	10	-1	3	7	-2	-3	-3	-2.1	0
- O=C(/C=C/c1ccc(Cl)cc1)Nc1ccc(Br)cn1
  4	-0.2	-25	-3	-7	-34	-26	-5	0	-0.7	-3
- COC(=O)CC(NC(=O)Nc1ccc(C)cc1)c1cccc([N+](=O)[O-])c1 (configuration not stated)
  -14	-0.4	-30	2	-4	-9	-16	-4	-1	1.7	2
- O=C(Nc1ccc2c(c1)OCCO2)c1cc2sccc2n1Cc1ccccc1
  -64	0.9	-83	3	9	-156	-10	.	-13	4.2	0
- CCC1(CC)C(=O)C2=C3C1[C@H](C(=O)OC)C=C(C(=O)OC)C[C@H]3[C@H]1C(=O)N(CC(=O)OC)C(=O)[C@H]1[C@H]2C (some centres not stated)
  0	0.1	4	-3	-1	-7	8	-10	-4	4.2	-5
- COc1cccc(NC(=O)C2(C)CCN2Cc2ccc3ccccc3c2)c1 (configuration not stated)
  17	0.0	-18	.	10	6	.	-6	.	-2.3	-1
- COC(=O)c1cc2c(n1S(=O)(=O)c1ccc(C)cc1)C(=O)C(=O)c1[nH]cc(C(=O)OCc3ccccc3)c1-2
  59	-0.6	33	.	-4	89*	108*	.	-10	-3.0	21
- COc1ccc(CNC(=O)CN2C(=O)NC3(CCCCCC3)C2=O)cc1OC
  1	-0.1	9	-2	18	5	10	-4	1	-0.8	2
- CCOC(=O)c1ccc2c(c1)nc(SCC(=O)N1CCOCC1)n2CC
  7	-0.4	3	6	0	8	-6	-2	-2	-0.3	-5
- N#Cc1cc(-c2ccccc2)c[nH]c1=O
  8	0.0	3	0	-3	14	-5	-4	-4	1.6	-2
- COc1ccc(OCC(=O)NC(=O)c2ccccc2)c([N+](=O)[O-])c1
  -7	0.0	4	-2	-1	17	0	-3	7	-0.5	0
- Cc1oc(=O)c(NC(=O)c2ccccc2)cc1C(C)O (configuration not stated)
  -10	0.1	-17	1	0	3	7	-5	.	-1.2	-2
- Cc1ccc(C(=O)N/C(=C\c2cccs2)C(=O)N2CCN(C)CC2)cc1C
  -11	-0.3	5	-1	-50	23	8	-3	.	-0.4	26
- CCOc1cc(/C=N/NC(=O)Nc2ccccc2)ccc1O
  -103	0.2	-178	-2	-2	-228	-56	-5	-2	-0.4	0

5 entries from above, ordered by formula weight, high to low.
Every second line gives: NR2E3 ag-1	aDG glyco up	HIF-2a inh	NR2E3 ag-2	PDI inh	Peg3 prom inh	TRPM1 prom inh	CaV13 ICDI inh	Vif inh	iPSC survival up	Exocytosis inh
- CCOC(=O)c1ccc2c(c1)nc(SCC(=O)N1CCOCC1)n2CC
  7	-0.4	3	6	0	8	-6	-2	-2	-0.3	-5
- COc1cccc(NC(=O)C2(C)CCN2Cc2ccc3ccccc3c2)c1 (configuration not stated)
  17	0.0	-18	.	10	6	.	-6	.	-2.3	-1
- CCOc1ccc(Cc2noc3c2C(=O)CC(C)(C)C3)cc1OCC
  3	0.1	18	1	0	11	13	-2	2	0.3	-2
- COc1ccc(OCC(=O)NC(=O)c2ccccc2)c([N+](=O)[O-])c1
  -7	0.0	4	-2	-1	17	0	-3	7	-0.5	0
- Cc1oc(=O)c(NC(=O)c2ccccc2)cc1C(C)O (configuration not stated)
  -10	0.1	-17	1	0	3	7	-5	.	-1.2	-2

(cont.)
Every second line gives: NR2E3 ag-1	aDG glyco up	HIF-2a inh	NR2E3 ag-2	PDI inh	Peg3 prom inh	TRPM1 prom inh	CaV13 ICDI inh	Vif inh	iPSC survival up	Exocytosis inh
- CCC(=O)Nc1c(C(=O)N2CCCCCC2)cnn1-c1ccc(C)c(C)c1
  -19	-0.1	5	3	-2	-1	5	-9	9	2.9	0
- Nc1cc(S(=O)(=O)Nc2ccccc2Cl)ccc1N1CCCCC1
  70*	1.5	-89	.	3	-70	.	-8	-9	0.1	-1
- CCOc1ccccc1NC(=O)c1ccc(-n2cncn2)nc1
  8	0.9	7	1	1	10	7	-5	-10	-0.4	-2
- CN(C)c1ccc(-c2sc(Nc3ccccc3)n[n+]2-c2ccc(F)cc2)cc1
  -35	0.1	-42	1	-4	-40	2	-6	.	0.5	-2
- COc1cccc(-c2ccc(NC(=O)C3CCCN(CCCn4cccn4)C3)cc2)c1 (configuration not stated)
  -46	1.6	-32	3	-3	-5	-13	-5	-4	0.1	-3
- O=C1C2CC=CCC2C(=O)N1c1ccc(NCCc2ccc(O)cc2)c([N+](=O)[O-])c1 (configuration not stated)
  32	3.0	-57	6	-11	-32	-21	-5	-28	-0.9	1
- COc1ccc(/C=N/NC(=O)c2cccc(C(=O)N/N=C/c3ccc(OC)cc3)n2)cc1
  -7	0.0	-91	-1	0	-55	-20	-21	-8	-0.3	2
- CCCn1cc(SCC(=O)Nc2cc(C)on2)c2ccccc21
  -16	0.0	5	-1	3	12	4	.	1	0.2	-11
- CC(OC(=O)c1ccc([N+](=O)[O-])s1)C(=O)NC1CCCCC1C (configuration not stated)
  8	3.1	-4	6	-6	4	78*	-3	6	0.0	5
- COc1ccccc1Cc1c(-c2ccc(C#N)cc2)nc2ccc(C)cn12
  -55	0.7	-106	.	.	.	.	-5	.	-1.3	8
- CC(C)(C)Cc1nnc(NC(=O)CSc2ccccc2)s1
  -88	0.0	-154	-3	2	-216	-33	-7	-5	-0.4	11
